ERK EGF block – qHTS Assay for Inhibitors of the ERK Signaling Pathway using a Homogeneous Screening Assay; Stimulation with EGF. HEK293-V1b, EGF-stimulated phospho-ERK AlphaScreen. Potency, µM (doses to about 11.5 µM), inactives show top-dose activity change, negative = inhibition, most hits filed as inhibitors. hit rate 0.41% among 130,000. AID 1454, 2008; active means well fitted inhibition curve with a large enough effect; inconclusive means small, poorly fitted or top-dose-only effect, or effect the other way;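 further: plate controls were stimulated vehicle wells for no effect and unstimulated vehicle basal for full effect; nearly all actives have a fitted effect of over 55% in size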
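After overnight plating in 1% FBS, HEK293-V1b cells received test compound for half an hour, then a 5 min pulse of EGF (25 nM); ERK phosphorylation in lysates was read by bead-based AlphaScreen.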
Numbers without * were called inactive; ? = inconclusive; [ ] = another dose, or the depositor's remark. Potency means the concentration at half of the fitted maximal effect. The list is partial; count on the stated rates, not on these rows.

nr | structure | ERK EGF block
1 | CCOC(=O)C1(Cc2ccccc2C)CCCN(Cc2cc(OC)c(O)c(OC)c2)C1 (stereo not drawn) | -14%
2 | CC(=O)Nc1ccc2nc(NC(=O)C(Cl)(Cl)Cl)sc2c1 | -2%[57.5 µM]
3 | CCOC(=O)C1=C(N)OC(C)=C(C#N)C1c1ccco1 (stereo not drawn) | 0%
4 | NC1=NC(=O)CC(C(=O)Nc2cccc3ccccc23)S1 (stereo not drawn) | 1%
5 | Cc1cc(OC(C)C(N)=O)nc(-c2ccccc2)n1 (stereo not drawn) | 2%
6 | CCOC(=O)N=Nc1c2ccccc2c2nc3no[nH]c3nc12 | ?
7 | COc1ccc(CNc2ccc(C)c(C)c2)cc1 | -22%
8 | COc1ccc(-c2cc(C(=O)OCC(=O)c3ccc(C)c([N+](=O)[O-])c3)c3ccccc3n2)cc1 | 15%
9 | N#Cc1c(-c2ccccc2)[nH]c(=O)[nH]c1=O | 32%
10 | NC(=O)CC(NC(=O)Cc1ccc(Br)cc1)c1ccc(NCCc2cccc(F)c2)c([N+](=O)[O-])c1 (stereo not drawn) | -11%[57.5 µM]
11 | CC1=NN(C(=O)c2csc(C(C)C)c2)C(O)(C(F)(F)F)C1 (stereo not drawn) | -7%
12 | COc1ccc(CC(=O)NC(CC(=O)O)c2cccc([N+](=O)[O-])c2)cc1 (stereo not drawn) | 2%
13 | Cc1ccc(CN2CCN(/N=C/c3ccccc3)CC2)cc1 | ?
14 | CCCCC(=O)Nc1cc(OC)c(NC(=S)NC)cc1OC | 0%
15 | CCOC(=O)Cn1c(CN2CC(C)OC(C)C2)nc2c1c(=O)n(C)c(=O)n2C (stereo not drawn) | 5%
16 | COc1cc(CNC23CC4CC(CC(C4)C2)C3)ccc1OCc1ccccc1 | 6%
17 | COc1ccc(/C=C\c2nc(=O)c3ccccc3o2)cc1 | ?
18 | O=C(C1=NN(c2ccccc2)C2C(=O)N(c3ccccc3)C(=O)C12)c1ccccc1 (stereo not drawn) | 20%
19 | C=CCNCCCCOc1ccc(Br)cc1C | 8%
20 | O=C(O)/C=C/c1cnn(-c2ccccc2)c1 | -13%
21 | CCCOC(=O)CCCN1C(=O)/C(=C2\SC(=S)N(CCCC(=O)OCCC)C2=O)SC1=S | ?
22 | Cc1cc(N/N=C/c2ccccc2Cl)nc(NCc2ccccc2)n1 | -4%
23 | O=S(=O)(Cc1noc(-c2ccccc2Cl)n1)c1ccccn1 | -11%[57.5 µM]
24 | COc1ccccc1/C=C(\C#N)C(=O)Nc1ccc(S(N)(=O)=O)cc1 | -4%
25 | COc1cccc(C(=O)NCc2nnc(SCC(=O)Nc3nccs3)n2-c2ccccc2)c1 | -1%
26 | Cc1nn(CC(=O)c2ccc(Br)s2)c(C)c1[N+](=O)[O-] | -14%[57.5 µM]
27 | Cc1oc2c(CN3CCCC3)c(O)ccc2c(=O)c1-c1ccc(Cl)cc1 | ?
28 | CCOc1c(Br)cc(CNc2ccc(N3CCN(C(C)=O)CC3)cc2)cc1OC | ?
29 | Cc1nc(C(=O)N2CCOCC2)sc1C1(C)CC(c2ccccc2)=NO1 (stereo not drawn) | -15%[57.5 µM]
30 | COc1ccc(N2C=C3C(=O)C(C)(OC(=O)CCc4ccccc4)C(=O)C=C3C=C2c2ccc(C#N)cc2)cc1 (stereo not drawn) | -14%[57.5 µM]
31 | COCC(=O)N1CCC2(CC1)CCN(c1ncccn1)CC2 | 2%
32 | Cc1ccc(C(=O)NC(C)c2ccccc2)o1 (stereo not drawn) | -3%
33 | Cc1ccc(C(=O)OCC(=O)NCc2cccs2)cc1S(=O)(=O)N1CCOCC1 | ?
34 | Cc1nnc(SCC(=O)NCc2ccccc2Cl)[nH]c1=O | 0%
35 | CN(c1ccccc1)S(=O)(=O)c1cccc(NC(=O)c2cncc(Br)c2)c1 | ?
36 | CC(C)(C)OC(=O)N/N=C\c1ccc(OC(=O)c2ccco2)cc1 | 17%
37 | CCn1c(Cc2ccccc2)nnc1SCC(=O)Nc1ccc(OC)cc1 | -5%
38 | COc1ccc(C(=O)NCC(=O)OCc2ccc(F)cc2Cl)cc1OC | 0%
39 | O=C(NCc1ccccc1)C1=C[C@@H](c2ccc(C(F)(F)F)cc2)C[C@@H](OCc2ccc(CO)cc2)O1 | -7%[57.5 µM]
40 | CC(C)C(C)NC(=O)COc1ccc([N+](=O)[O-])cc1Cl (stereo not drawn) | 14%
41 | COc1ccccc1NC(=O)CSc1nnc(C2CCCCC2)n1-c1ccccc1 | ?
42 | S=C(NCCc1ccccn1)NC1CCCCC1 | -4%
43 | O=[N+]([O-])c1ccc(N2CCNCC2)c(S(=O)(=O)N2CCOCC2)c1 | 1%
44 | Cc1cccc2cc(C3CC(c4ccco4)=NN3C(=O)CCC(=O)O)c(Cl)nc12 (stereo not drawn) | -9%
45 | CC(=O)Nc1ccc(NS(=O)(=O)c2c(Cl)cccc2Cl)cc1 | -12%[57.5 µM]
46 | COc1ccc(OC)c(-c2oc3ccccc3c(=O)c2O)c1 | -6%[57.5 µM]
47 | COc1cc(CNn2c(C)n[nH]c2=S)cc(Br)c1OCc1ccc(F)cc1 | -2%
48 | CN(C)CCCNc1c2c(nc3cc(-c4cccc(F)c4)nn13)CCC2 | -1%
49 | COc1ccc(NC(=O)c2csc3c2CCCCC3)c(OC)c1 | -17%
50 | CCOc1cc(N2CCOCC2)c(OCC)cc1NC(=O)CN1CCCC(C)C1 (stereo not drawn) | 0%
51 | COC(=O)C1=C(C)N(C)C(=S)N(C)C1c1cccc(Br)c1 (stereo not drawn) | -1%
52 | COC(=O)c1cc(=O)n(-c2c(Cl)cc(C(F)(F)F)cc2Cl)[nH]1 | -2%[57.5 µM]
53 | Cc1ccc(S(=O)(=O)/N=C2/NC(=O)/C(=C/c3ccccn3)S2)cc1 | 4%
54 | CN(C)S(=O)(=O)c1ccc(N2CCCC2)c(C(=O)Nc2nc3c(ccc4ccccc43)s2)c1 | 5%
55 | Cc1nn(C(C)(C)C)c(NC(=O)c2ccc(Cl)cc2Cl)c1Br | -6%[57.5 µM]
56 | CCn1c(SCC(=O)Nc2ncc(C(F)(F)F)cc2Cl)nnc1-c1cccc(C)c1 | 6%
57 | CC(=O)SC[C@@H](Cc1ccccc1)C(=O)NCC(=O)OCc1ccccc1 | -5%[25.7 µM]
58 | COCCNC(=O)c1ccccc1NC(=O)c1cccc([N+](=O)[O-])c1C | ?
59 | COc1ccc(N(CC(=O)NN=C2CCCC2)S(=O)(=O)c2ccccc2)cc1Cl | -4%
60 | O=C(Cn1nc(C(=O)O)c2ccccc2c1=O)Nc1ccc2c(c1)OCO2 | -17%[57.5 µM]

(cont.)
nr | structure | ERK EGF block
61 | O=C(/C=C/c1ccc(Br)cc1)c1ccc(NC2=NCCCS2)cc1 | 20%
62 | Cc1c(Cc2ccccc2)c(=O)oc2c(O)c(O)ccc12 | ?
63 | COC(=O)NNC(=O)C1CCC(C)CC1 (stereo not drawn) | -5%
64 | COc1cc(OC)cc(C(=O)NNC(=S)Nc2ccccc2OC)c1 | -5%
65 | CCOC(=O)c1c(N)c2cc([N+](=O)[O-])cnc2n1C | -3%[57.5 µM]
66 | COC(=O)C1=NN(c2ccc(OC)cc2)C2C(=O)N(c3ccccc3OC)C(=O)C12 (stereo not drawn) | 25%[57.5 µM]
67 | CN1C(=O)N(C)C2(C)CC1(C)N(C)C(=O)N2C | -5%[57.5 µM]
68 | O=C(N/N=C/c1ccccc1)c1ccc(OCc2ccccc2)cc1 | 35%
69 | COc1ccc(N(C(=O)c2ccco2)S(=O)(=O)c2ccc(F)cc2)cc1 | -4%
70 | CC/C(=N\NC(=S)Nc1cc(C)ccc1C)c1ccc(OC(F)F)cc1 | -5%
71 | O=C(Cc1cccs1)NNC(=O)C12CC3CC(CC(C3)C1)C2 | -4%
72 | CCCN(CC(=O)Nc1ccc(Cl)cc1Cl)Cc1cc(=O)n2ccsc2n1 | -2%
73 | Cc1cccn2cc(-c3ccc(F)cc3)cc12 | 1%
74 | Cc1ccc(CCNC(=O)c2cc(-c3ccncc3)nc3ccccc23)cc1 | -17%[57.5 µM]
75 | CC(=O)Nc1ccc(S(=O)(=O)NC(C)C(=O)NCCc2ccc(F)cc2)cc1 (stereo not drawn) | 4%
76 | O=C(CN1C(=O)NC2(CCOc3ccccc32)C1=O)Nc1ccc(F)c(F)c1F (stereo not drawn) | -6%
77 | C/C(=N\NC(=O)CSCc1ccc([N+](=O)[O-])cc1)c1cccc(Br)c1 | 5%
78 | CCCC[N+](CC#CCO)(CC#Cc1ccccc1)CCCC | 5%[57.5 µM]
79 | COc1ccc(OC)c(S(=O)(=O)Nc2cc(Cl)cc(Cl)c2)c1 | 10%
80 | O=C(c1ccc2c(=O)n3c(nc2c1)CCCCC3)N1CCc2ccccc21 | 4%[57.5 µM]
81 | Fc1cccc(F)c1-n1c(CN2CCCC2)csc1=S | 1%
82 | O=C1CN(C(=O)COC(=O)c2ccc[n+]([O-])c2)c2ccccc2N1 | -11%
83 | CC(C)(C)c1ccc(CCC2OCC(CN3CCOCC3)O2)cc1 (stereo not drawn) | -8%[57.5 µM]
84 | CCn1c(SCC(=O)N2CCC(C(N)=O)(N3CCCCC3)CC2)nnc1-c1ccccc1 | 2%
85 | O=C(NCCc1ccccc1)C1CCC(CNc2c(N3CCCCC3)c(=O)c2=O)CC1 (stereo not drawn) | -7%
86 | COc1ccc(C(=O)C2CCCN(Cc3ccc4nonc4c3)C2)cc1F (stereo not drawn) | -5%
87 | COc1ccc(CC(=O)NCc2nnc(SCc3ccc([N+](=O)[O-])cc3)n2C)cc1 | 6%
88 | O=C1CC(Nc2ccc(N3CCOCC3)cc2)C(=O)N1C1CCCCC1 (stereo not drawn) | 0%
89 | CN(CC(=O)NCc1ccccn1)S(=O)(=O)c1ccc(Br)cc1 | 2%
90 | Cc1sc2nc(C(C)Sc3n[nH]c(N)n3)[nH]c(=O)c2c1C (stereo not drawn) | 3%

Among those listed so far, 3 contain a tert-butyl group:
nr | structure | ERK EGF block
36 | CC(C)(C)OC(=O)N/N=C\c1ccc(OC(=O)c2ccco2)cc1 | 17%
55 | Cc1nn(C(C)(C)C)c(NC(=O)c2ccc(Cl)cc2Cl)c1Br | -6%[57.5 µM]
83 | CC(C)(C)c1ccc(CCC2OCC(CN3CCOCC3)O2)cc1 (stereo not drawn) | -8%[57.5 µM]

(listing goes on)
nr | structure | ERK EGF block
91 | COc1cccc(CN(C)Cc2nc(C3CC3)no2)c1 | 4%
92 | Cc1c(NC(=S)SCc2ccccc2)c(=O)n(-c2ccccc2)n1C | -3%
93 | Cc1ccc(NC(=O)C2OCCc3ccccc32)cc1Cl (stereo not drawn) | -11%
94 | CCc1ccc(/C=N\n2cnnc2)cc1 | 5%[57.5 µM]
95 | CNC(=S)N(CCc1c(C)[nH]c2ccc(Cl)cc12)Cc1cccs1 | ?
96 | CCCCSc1nc2c(=O)[nH][nH]c(=O)c2n1Cc1ccccc1 | 4%
97 | COc1ccc2c3c([nH]c2c1)[C@@H]1C[C@@H]2[C@@H](C[C@H](O)[C@H](OC)[C@H]2C(=O)O)CN1CC3 | 6%[25.7 µM]
98 | COc1ccc(N2CCC(CNC(=O)Nc3ccc(C)c(C)c3)C2)cc1 (stereo not drawn) | 3%
99 | Cc1cc(C(=O)COc2cccnc2[N+](=O)[O-])c(C)n1-c1ccccc1 | 4%
100 | O=C(c1ccc(Cl)cc1)N(Cc1ccc(Br)cc1)N1C(=O)CCC1=O | -1%
101 | COc1ccc(OC)c(Nc2nc(-c3ccccc3O)nc3ccccc23)c1 | -3%
102 | C/C(=N\Nc1ccc(C(F)(F)F)cc1[N+](=O)[O-])C(C)C | ?
103 | O=C(/C=C/c1ccco1)Nc1ccc(-c2nc3ccccc3[nH]2)cc1 | 1%
104 | Cc1ccc(SCC(=O)N2CCC(C(N)=O)CC2)cc1 | 1%
105 | NC1=NC(=O)C2(COC(c3cccnc3)OC2)S1 (stereo not drawn) | -2%
106 | NS(=O)(=O)c1cccc(NC(=O)COC(=O)C2(c3cccc(F)c3)CCCC2)c1 | 1%
107 | COC(=O)c1ccc(NC(=O)C(=O)N2CCN(C(=S)Nc3cccc(C)c3C)CC2)cc1 | 5%
108 | Cc1csc(N/N=C\c2cccnc2)n1 | -7%
109 | O=C(CSc1nnc(C2COc3ccccc3O2)o1)N1CCN(c2ccccc2)CC1 (stereo not drawn) | -4%
110 | C/C(CC1CC(C)(C)OC1=O)=N\NC(N)=S (stereo not drawn) | -1%[57.5 µM]
111 | CCOc1cc(/C=C2\C(=O)N(CCc3ccc(OC)c(OC)c3)C(C)=C2C(=O)OC)ccc1O | 9%
112 | O=C(Cc1cccs1)NC1(C(=O)NC2CCCC2)CCCCC1 | -9%
113 | COC(=O)c1ccc(C2NC(=O)c3c(sc(C)c3C)N2)cc1 (stereo not drawn) | -2%[57.5 µM]
114 | CCOC(=O)C1(C)NC(c2cccs2)C2C(=O)N(c3ccc(C)cc3)C(=O)C21 (stereo not drawn) | -5%
115 | O=C(Nc1cccc(-c2nc3ccccc3c(=O)o2)c1)c1ccccc1 | -6%
116 | CCOC(=O)c1c(C)[nH]c(C)c1C(=O)CSc1nncs1 | -3%
117 | CC1(C)Cc2cccc(C(=O)Nc3ccncc3)c2O1 | 0%[57.5 µM]
118 | COCC(=O)OCC(=O)Nc1ccccc1-c1ccccc1 | -6%
119 | CCn1c(=O)c2[nH]c(-c3ccccc3)nc2n(CC)c1=O | 12%
120 | Cc1cccc(CSc2ncnc3ccccc23)c1 | -6%
121 | O=C(Cn1cnc2c(nnn2Cc2ccc(Cl)cc2)c1=O)c1ccccc1 | 10%[57.5 µM]

Exported as labelled records: 4 of the compounds above.
(120) Cc1cccc(CSc2ncnc3ccccc23)c1
  ERK EGF block: -6%

(103) O=C(/C=C/c1ccco1)Nc1ccc(-c2nc3ccccc3[nH]2)cc1
  ERK EGF block: 1%

(109) O=C(CSc1nnc(C2COc3ccccc3O2)o1)N1CCN(c2ccccc2)CC1 (stereo not drawn)
  ERK EGF block: -4%

(93) Cc1ccc(NC(=O)C2OCCc3ccccc32)cc1Cl (stereo not drawn)
  ERK EGF block: -11%

High-throughput results: PubChem, National Center for Advancing Translational Sciences (NCATS)
